MCF10A rerep: DNA re-replication induction in MCF 10a cells; MCF 10A DNA re-replication, Hoechst nuclear intensity, 48 h; Potency, µM (series often up to 46.1 µM), inactives show at the top dose activity, positive = re-replication, usual class: activators; hit rate 2.9% among 350,000; further: % of control where 0% means no effect; nearly all actives have a fitted effect of over 50% in size
Nrf2 block: inhibitors of Nrf2 signaling. A549 ARE-Fluc reporter, luciferase luminescence, 18-24 h. Potency, µM (doses to about 46 µM), for the others: top-dose activity change, negative = inhibition, hits mostly inhibitors. hit rate 2.1% among 360,000. AID 504444; further: on the % scale 0 is the no-effect control and ±100 the full control effect; nearly all actives have a fitted effect of over 60% in size
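Nrf2 function is reported as luminescence of an ARE-controlled luciferase in A549 cells. Compounds were tested at several concentrations, and a CellTiter-Fluor read on the same wells flagged cytotoxicity.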
EPAC2 antagonist: antagonists of human EPAC2; Potency, µM (top dose mostly 114 µM), for inactives: at the highest dose activity, negative = inhibition, usual class: inhibitors; EPAC2 GEF exchange of Rap1B-BODIPY-GDP, fluorescence; AID 720708; hit rate 0.18% among 360,000; further: on the % scale 0 is the no-effect control and ±100 the full control effect; nearly all actives have a fitted effect of over 45% in size; many of its hits are not listed in these tables
Target sequence (Q8WZA2 whole entry, looked up): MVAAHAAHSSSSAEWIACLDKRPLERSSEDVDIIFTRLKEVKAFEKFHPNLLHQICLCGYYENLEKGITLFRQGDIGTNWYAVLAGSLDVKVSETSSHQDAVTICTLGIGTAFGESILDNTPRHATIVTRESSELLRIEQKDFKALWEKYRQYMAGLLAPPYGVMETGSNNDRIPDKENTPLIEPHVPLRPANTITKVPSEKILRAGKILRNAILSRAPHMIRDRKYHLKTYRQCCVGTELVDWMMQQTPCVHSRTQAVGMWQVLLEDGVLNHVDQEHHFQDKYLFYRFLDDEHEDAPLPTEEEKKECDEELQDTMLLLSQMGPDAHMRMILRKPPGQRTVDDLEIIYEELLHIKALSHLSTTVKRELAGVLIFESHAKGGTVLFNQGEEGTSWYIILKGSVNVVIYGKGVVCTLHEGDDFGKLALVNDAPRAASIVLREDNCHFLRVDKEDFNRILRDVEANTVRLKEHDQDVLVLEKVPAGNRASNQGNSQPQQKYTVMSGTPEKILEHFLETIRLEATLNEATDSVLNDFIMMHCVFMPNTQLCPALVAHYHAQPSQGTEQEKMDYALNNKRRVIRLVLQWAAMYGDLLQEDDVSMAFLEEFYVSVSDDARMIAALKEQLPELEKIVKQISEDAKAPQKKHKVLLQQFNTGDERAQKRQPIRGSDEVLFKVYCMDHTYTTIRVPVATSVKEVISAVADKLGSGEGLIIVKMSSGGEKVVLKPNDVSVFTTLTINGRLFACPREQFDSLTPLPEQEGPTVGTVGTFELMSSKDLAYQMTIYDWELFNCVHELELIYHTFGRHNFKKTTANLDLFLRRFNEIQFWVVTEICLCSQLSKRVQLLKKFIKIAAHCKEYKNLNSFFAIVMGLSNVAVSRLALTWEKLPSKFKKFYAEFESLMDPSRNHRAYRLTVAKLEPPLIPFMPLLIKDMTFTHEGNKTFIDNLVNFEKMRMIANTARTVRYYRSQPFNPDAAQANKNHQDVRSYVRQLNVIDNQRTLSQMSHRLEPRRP
S2 tox: reduces viability in counter-screen for ATXN expression inhibitors | S2 cells (HEK-293 line with an ATXN2-luciferase reporter) viability, CellTiter-Fluor protease fluorescence, 24 h | Potency, µM (doses to about 56.7 µM), usual class: cytotoxic | hit rate 0.49% among 400,000; further: nearly all actives have a fitted effect of over 40% in size
Nrf2 ARE act: Nrf2 pathway activation; Potency, µM (series often up to 46.1 µM), without a hit: at the highest dose activation, hits mostly activators; hit rate 0.31% among 410,000; AREc32 ARE-luciferase reporter (MCF7-derived line), luminescence, 24 h; further: % of control where 0% means no effect; nearly all actives have a fitted effect of over 65% in size
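Each well held 1000 AREc32 cells, which were incubated with compound for 24 hr at 37 deg C after overnight attachment, and ARE reporter activity was quantified by firefly luciferase luminescence.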
HepG2 viability: counter-screen for TGF-b inhibitors: cytotoxicity in HepG2 cells; Potency, µM (titrated, usually from 46.1 µM), for the others: top-dose activity change, negative = cytotoxicity, usual class: cytotoxic; AID 588856; HepG2 CAGA-GFP viability, ATP luminescence, 18 h; hit rate 0.76% among 410,000; further: some results filed as inactive show a strong effect at the top dose
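CellTiter-Glo luminescence gave cytotoxicity after 18 hours at 37 degrees C. The cells were HepG2 CAGA-GFP in 1% FBS DMEM, stimulated with 500 pg/mL TGF-beta after compound addition. %Activity was normalised to no-cell wells (complete cell-killing) and DMSO (no toxicity), and curves were fitted and classified.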
ATXN2 expr inh: reduces ATXN2 reporter expression in HEK-293 cells | hit rate 0.72% among 360,000 | AID 1745845 | Potency, µM (series often up to 57 µM), for inactives: top-dose activity change, negative = inhibition, hits mostly inhibitors | HEK-293 ATXN2-luciferase reporter, luminescence, 24 h; further: on the % scale 0 is the no-effect control and ±100 the full control effect; nearly all actives have a fitted effect of over 55% in size
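qHTS (up to 57 uM final) was run with 24 h compound exposure of reporter cells at 37 °C. Each well was multiplexed: SteadyGlo luminescence measured ATXN2-luciferase expression after a fluorogenic Gly-Phe-AFC viability readout (25 uM final).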
TGFb SMAD3 inh: inhibitors of TGF-b signaling | hit rate 1.2% among 410,000 | Potency, µM (series often up to 46.1 µM), for the others: top-dose activity, negative = inhibition, most hits filed as inhibitors | AID 588855 | HepG2 CAGA-GFP TGF-b/SMAD3 reporter, GFP fluorescence, 18 h; TGF-beta stimulated, 500 pg/mL final; further: on the % scale 0 is the no-effect control and ±100 the full control effect; nearly all actives have a fitted effect of over 65% in size
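Smad-responsive CAGA-GFP expression was quantified in HEPG2 cells exposed to compounds and 500 pg/mL final TGF-beta for 18 h at 37 degrees C; unstimulated wells defined full inhibition.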
A549 tox: kills or reduces viability of A549 cells in Nrf2 counter-screen; Potency, µM (top dose mostly 46 µM), for inactives: at the top dose activity change, negative = cytotoxicity, usual class: inhibitors; hit rate 0.16% among 390,000; A549 ARE-Fluc cells, CellTiter-Fluor viability, 18-24 h; AID 504648; further: on the % scale 0 is the no-effect control and ±100 the full control effect
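Cytotoxicity counterscreen: CellTiter-Fluor fluorescence was measured in A549 ARE_Fluc cells after 18-24 h of compound exposure in a concentration series. The subsequent BugLite luminescent read reports ARE-luciferase activity.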
Numbers without * were called inactive; i = inactive; ? = inconclusive; nt = no result given; & = joins results of further samples; [ ] = another dose, or the depositor's remark. The call rests on the fitted dose curve; in most records, active means well fitted curve in the direction sought with a large enough effect; inconclusive means small, poorly fitted or top-dose-only effect, or another doubt; inactive means no such curve, though single readings can be large; an effect the other way counts as inactive or inconclusive. Potency means the concentration at half of the fitted maximal effect. An excerpt, so the mix of outcomes need not match the whole.

SMILES	MCF10A rerep	Nrf2 block	EPAC2 antagonist	S2 tox	Nrf2 ARE act	HepG2 viability	ATXN2 expr inh	TGFb SMAD3 inh	A549 tox
COC(=O)N/N=C\c1c(C)[nH]n(-c2ccccc2)c1=O	-22.6%	?	-2.2%	i	0.3%	6.3%	-28.6%[11.3 µM]	1.6%	?
O=C(O)c1ccc(N2C(=O)CC(SC(=NCc3ccc4c(c3)OCO4)Nc3ccccc3)C2=O)cc1 (configuration not stated)	-0.5%	-11.0%	-23.7%	i	0.5%	-13.8%	nt	?	-0.5%
C=CCn1c(SC(C)C(=O)NC2CC2)nnc1-c1ccoc1C (configuration not stated)	0.6%	-5.0%	20.1%	?	-0.2%	0.2%	9.6%	-14.4%	-9.9%
CC(C)COC(=O)C(C)Nc1n[nH]c(=S)[nH]c1=O (configuration not stated)	?	-17.0%	?	i	2.4%	-7.4%	-18.4%	2.2%	-1.2%
CCOC(=O)C1(CCc2ccccc2)CCN(C(=O)CN2CCOC2=O)CC1	0.4%	?	8.9%	i	-0.9%	1.6%	42.7%[activator]	1.6%	5.6%
O=C(O)CC(c1ccccc1)c1ccc2c(c1)OCO2 (configuration not stated)	nt	nt	0.1%	i	0.2%	7.0%	nt	-8.9%	nt
O=C(NCc1ccco1)c1ccc2ccccc2c1	-3.1%	?	0.3%	i	21.9%	-3.1%	18.3%	-1.8%	-6.0%
O=S(=O)(c1cccc(C(F)(F)F)c1)N1CCC(c2nc3ccccc3[nH]2)CC1	?	?	-5.1%	i	-1.1%	7.0%	-8.8%	30.2%	-9.5%
COC(=O)COc1ccsc1C(=O)OC	5.4%	-11.2%	-2.5%	i	-0.9%	-6.5%	-6.4%	-4.7%	6.8%
Cc1cc(C)c(C#N)c(N2CCN(C(=O)C3COc4ccccc4O3)CC2)n1 (configuration not stated)	1.3%	?	-5.2%	?	-1.1%	-14.5%	-29.2%	-12.8%	-6.1%
COc1ccc(NS(=O)(=O)c2ccc3c(c2)Cc2ccccc2-3)cn1	-3.4%	16.4µM*	-10.3%	i	-0.5%	-36.3%	3.8%	?	-19.7%
COc1ccc(NC(=O)C2c3ccccc3OCC(=O)N2Cc2ccc3c(c2)OCO3)cc1 (configuration not stated)	nt	nt	3.7%	?	0.4%	nt	4.3%	nt	nt
CCn1c(=S)[nH]c2cc(C(=O)OC)ccc2c1=O	13.6%	-25.7%	-3.6%	i	2.7%	-12.2%	-10.0%	-15.4%	2.4%
CC(=O)N1CCc2cc(Br)cc(S(=O)(=O)CCC(=O)N3CCN(c4ccccc4)CC3)c21	nt	-4.5%[9.27 µM]	nt	i	-1.2%	-6.4%	9.4%	-14.2%	1.8%
COc1ccc(CCNC(=O)c2ccnc(C(C)(C)C)c2)cc1OC	0.3%	-0.4%	-1.9%	i	-0.2%	-40.6%	nt	-21.6%	21.6%
CNC(=S)N/N=C/c1cc(C)n(-c2ccc(Cl)c(Cl)c2)c1C	?	13.6%	-6.2%	i	5.2%	-3.1%	0.3%	12.6µM*	10.8%
CNc1c(NS(=O)(=O)c2ccc(C3CCCCC3)cc2)c(=O)oc2ccccc12	-2.8%	-5.0%	9.7%	i	0.0%	0.4%	-0.3%	3.8%	0.5%
Cc1ccc2cc(CN(Cc3ccccc3)Cc3nnnn3C3CCCC3)c(=O)[nH]c2c1	5.0%	?	3.4%	?	-0.1%	-32.0%	?	?	-23.9%
CN(C(=O)CCc1ccccc1)c1nnc(-c2ccncc2)s1	4.8%	-6.7%	-7.3%	i	0.2%	-15.7%	-8.5%	-23.2%	5.5%
CC(=O)Nc1cccc(Oc2ncnc3scc(-c4ccc(C)cc4)c23)c1	18.5%	18.4µM*	?	31.6µM*	0.0%	-27.3%	?	?	?
CN1c2ccccc2C(C)(C)C12CC(c1cccc(S(=O)(=O)N3CCCC3)c1)=NO2 (configuration not stated)	-55.1%[inhibitor]	?	0.4%	i	-0.6%	2.1%	98.8%[activator]	-7.1%	-6.2%
C=CCn1c2ccccc2c(=O)c2cc(C#Cc3ccccn3)ccc21	?	?	4.2%	i	4.0%	-0.2%	-9.8%	?	-13.9%
Cc1nc2ccc(C(=O)N(C)Cc3ccco3)cn2c1N(C)C(=O)CCc1ccccc1	nt	nt	13.6%	i	-0.3%	1.4%	-1.8%	6.9%	nt
CCC(=O)C1CCCN(C(=O)c2ccc(OC)c(OC3CCN(C(C)=O)CC3)c2)C1 (configuration not stated)	0.8%	-8.7%	-0.8%	i	0.6%	-4.5%	2.4%	-12.9%	-9.4%
O=C(N/N=C/c1ccc(C(F)(F)F)cc1)c1ccc(O)cc1	11.0%	-7.5%	-12.7%	i	0.0%	-20.0%	4.3%	-19.1%	-4.7%
SMILES	MCF10A rerep	Nrf2 block	EPAC2 antagonist	S2 tox	Nrf2 ARE act	HepG2 viability	ATXN2 expr inh	TGFb SMAD3 inh	A549 tox
Cc1ccc(C)c(N/C(N)=N/c2nc(C)cc(C)n2)c1	10.0%	-10.2%	17.9%	i	5.3%	-2.3%	-20.4%	-10.1%	-4.5%
COC(=O)/C=C1\SC(=NC(=O)c2cccc(Cl)c2)NC1=O	-5.9%	-9.4%	-0.4%	i	3.7%	12.8%	14.2%	6.6%	2.3%
COc1cc2cc(C(=O)N(C)Cc3ccccc3)[nH]c2cc1OC	3.8%	5.4%	-0.6%	i	0.0%	-0.4%	2.1%	-14.5%	3.2%
CN(c1ccc(C(=O)N2CCCCC2)cc1)S(=O)(=O)c1ccccc1	2.4%	?	3.2%	i	5.0%	-10.7%	3.5%	5.2%	-17.4%
COc1cc(C(C[N+](=O)[O-])c2c(C)[nH]c3ccccc23)ccc1O (configuration not stated)	-0.4%	-9.3%	-0.9%	i	9.4%	-20.3%	-3.6%	?	6.1%
c1ccc(CN2CCN(C(c3ccccc3)c3nnnn3Cc3ccccc3)CC2)cc1 (configuration not stated)	23.4%	-2.8%	-9.6%	i	2.6%	-28.9%	-0.5%	?	-10.2%
COc1cccc(CSc2nnc(CSc3nc4nc(C)cc(C)n4n3)s2)c1	-7.1%	?	2.1%	i	0.3%	-30.7%	2.7%	2.4%	-0.3%
CC(=O)c1ccccc1NC(=O)CCN1C(=O)C2CCCCC2C1=O (configuration not stated)	0.4%	-13.2%	-2.0%	i	2.1%	5.7%	6.8%	-14.2%	0.3%
CCCCCNC(=O)C1CCC(Cn2c(=O)c3sccc3n(CC(=O)NCc3cccc(OC)c3OC)c2=O)CC1 (configuration not stated)	nt	-12.3%	nt	i	-0.8%	0.6%	10.7%	?	-2.3%
CCn1ccc2cc(S(=O)(=O)N3CCC(C(=O)NCC(C)c4ccccc4)CC3)ccc21 (configuration not stated)	nt	nt	nt	i	3.1%	-35.4%	-2.8%	?	-2.5%
CCCS(=O)(=O)NCCc1csc2nc(-c3ccc(OC)cc3)nn12	nt	nt	nt	nt	8.5%	-4.9%	nt	-9.2%	-1.7%
Cc1cc(O)c(C(=O)/C=C/c2ccccc2Br)c(=O)o1	?	?	-0.3%	i	?	-20.4%	76.1%[activator]	-10.6%	-7.2%
O=C(CN1CCN(Cc2ccc3c(c2)OCO3)CC1)Nc1ccc(N2CCOCC2)cc1	3.7%	?	9.0%	i	0.3%	-17.6%	1.2%	2.9%	-1.0%
N#CC[C@H](Cc1ccccc1)N1CCN(Cc2ccccc2)CCC1=O	5.8%	10.1%	19.3%	i	-0.4%	4.6%&-11.3%	4.2%	?	2.4%
Nc1ccc(N2N=C(N3CCCC3)CC2=O)cc1	nt	nt	2.0%	?	3.0%	-62.8%	nt	?	nt
CCOc1ccccc1CN1C(=O)c2ccccc2C1C(=O)NC1CCCCCC1 (configuration not stated)	nt	-2.0%	nt	?	-0.5%	-43.1%	3.0%	-14.8%	-10.5%
Cc1ccc(C(=O)Nc2ccccc2N2CCCC2)s1	3.5%	-10.6%	-27.3%	i	3.6%	2.2%	2.5%	-25.0%	2.7%
CCOc1cc(Br)c(C(=O)O)cc1OC	-6.5%	nt	13.6%	i	-0.6%	9.2%	20.4%	8.6%	0.8%
Cc1csc(=O)n1CC(=O)OCC(=O)c1c(N)n(CC(C)C)c(=O)n(C)c1=O	?	?	2.8%	i	-0.4%	5.0%	-17.1%	?	0.2%
CCCN1CCC(NC(=O)C2CC=CCC2C(=O)O)CC1 (configuration not stated)	-1.4%	-9.6%	6.4%	i	-1.0%	1.8%	-3.1%	-12.2%	0.6%
CC(C)C[C@H]1CN(CCCC[C@H]2CNC(=O)C(=O)N2CC2CCCCC2)C(=O)C(=O)N1CCC1CCCCC1	nt	nt	-3.1%	i	0.7%	nt	4.4%	nt	nt
O=C(CSc1nc2ccccc2[nH]1)N1CCN(S(=O)(=O)c2ccc(Cl)cc2)CC1	1.2%	-9.8%	0.2%	i	1.4%	0.5%	5.4%	3.1%	-3.2%
Cc1cc(C)nc(SCC(=O)NC2CCCC2)n1	-4.1%	4.2%	24.8%	i	-0.3%	6.7%	-2.7%	2.6%	-0.5%
COC(=O)c1sccc1NC(=S)N1C(C)CCCC1C (configuration not stated)	-4.5%	18.3%	4.7%	i	2.8%	0.1%	nt	-18.1%	0.8%
Cc1ccccc1NC(=S)NCCc1ccc(S(N)(=O)=O)cc1	-2.7%	-1.9%	6.6%	i	0.1%	1.6%	-8.3%	-8.1%	-1.1%

Some of the entries so far, as labelled records.
molecule: CC(C)COC(=O)C(C)Nc1n[nH]c(=S)[nH]c1=O (configuration not stated)
  MCF10A rerep: ?; Nrf2 block: -17.0%; EPAC2 antagonist: ?; S2 tox: i; Nrf2 ARE act: 2.4%; HepG2 viability: -7.4%; ATXN2 expr inh: -18.4%; TGFb SMAD3 inh: 2.2%; A549 tox: -1.2%

molecule: CCOC(=O)C1(CCc2ccccc2)CCN(C(=O)CN2CCOC2=O)CC1
  MCF10A rerep: 0.4%; Nrf2 block: ?; EPAC2 antagonist: 8.9%; S2 tox: i; Nrf2 ARE act: -0.9%; HepG2 viability: 1.6%; ATXN2 expr inh: 42.7%[activator]; TGFb SMAD3 inh: 1.6%; A549 tox: 5.6%

molecule: O=C(O)CC(c1ccccc1)c1ccc2c(c1)OCO2 (configuration not stated)
  MCF10A rerep: nt; Nrf2 block: nt; EPAC2 antagonist: 0.1%; S2 tox: i; Nrf2 ARE act: 0.2%; HepG2 viability: 7.0%; ATXN2 expr inh: nt; TGFb SMAD3 inh: -8.9%; A549 tox: nt
